Pf Dd2 growth: P. falciparum Dd2 growth inhibitors, primary screen, SYBR Green fluorescence, single dose replicates; 72 h; active compounds read low; activity change, % at 10 µM; 2.3% of 94,000 active; AID 1159554, 2015; in the data active = activity change below about -80%; inconclusive = no clear call, values can overlap the other calls
C diff growth: C. difficile growth inhibitors, primary screen, HTS; Clostridium difficile clinical isolate growth, OD600, 24 h; active compounds read low; growth activity, negative = inhibition, % at 16 µg/mL (by protocol); 0.25% of 86,000 active;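 active = mean growth activity at or below -80% and every replicate also at or below -80%; inconclusive = mean at or below -80% but some replicate above -80%; inactive = mean growth activity above -80%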;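 also: 0% = DMSO wells and -100% = levofloxacin 16 µg/mL wells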
T cruzi growth: T. cruzi intracellular proliferation inhibitors, primary screen, cell-based, beta-gal Tulahuen parasites, NIH3T3 host, luminescence. inhibition, % at 8.34 µM. 5.9% of 77,000 active. T. cruzi beta-gal in NIH3T3, GalScreen luminescence, 90 h. AID 624255, 2012;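 active = mean inhibition above about 93%, with at least 55% of replicates each passing it, limit read from the data, passing the limit was not always enough; inconclusive = only one of those two conditions holds; inactive = neither condition holds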
KDM4C inh: inhibitors of GASC-1 (KDM4C) histone demethylase, primary screen, biochemical, single concentration HTS; AID 720574, 2013; 0.15% of 96,000 active; inhibition, % at 12.5 µM; GST-KDM4C 2-372, H3K9me3 peptide, LANCE TR-FRET;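 active = mean replicate inhibition above about 25%, with at least 55% of replicates also reaching it, limit read from the data, passing the limit was not always enough; inconclusive = only one of those two conditions met; inactive = neither condition met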
Target sequence (Q9H3R0 2-372 limits assumed): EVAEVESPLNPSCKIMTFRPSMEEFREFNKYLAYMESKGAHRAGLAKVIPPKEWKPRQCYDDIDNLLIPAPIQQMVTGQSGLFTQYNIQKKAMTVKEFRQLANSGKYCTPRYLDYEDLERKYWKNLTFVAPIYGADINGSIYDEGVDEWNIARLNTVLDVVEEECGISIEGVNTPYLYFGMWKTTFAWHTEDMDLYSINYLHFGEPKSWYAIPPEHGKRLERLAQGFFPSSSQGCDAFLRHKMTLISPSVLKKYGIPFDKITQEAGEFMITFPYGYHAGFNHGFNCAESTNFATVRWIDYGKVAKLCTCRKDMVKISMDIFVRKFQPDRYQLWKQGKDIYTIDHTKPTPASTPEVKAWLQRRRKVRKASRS
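System: N-terminal GST-fused human GASC-1 (KDM4C) fragment, residues 2-372 / Amount: 10 nM GST-KDM4C in enzyme reaction / Also added: H3K9me3 peptide with Fe(II)/2OG / Times: 30 min demethylation and 1 h detection at room temperature / Signal: LANCE TR-FRET / Read-out basis: Fall in 671/618 emission ratio as inhibition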
* marks the source's active call; other numbers are inactive results; ? = inconclusive; . = not tested or not shown; & = joins results of further samples.

SMILES | Pf Dd2 growth | C diff growth | T cruzi growth | KDM4C inh
C[C@@H]1CN([C@H](C)CO)C(=O)c2cc(NC(=O)Cc3ccccc3)ccc2O[C@@H](C)CCCCO[C@H]1CN(C)S(=O)(=O)c1cn(C)cn1 | 7 | 0 | 17 | 1.1
CCCNC(=O)N(C)C[C@H]1Oc2cc(-c3ccncc3)ccc2S(=O)(=O)N([C@@H](C)CO)C[C@H]1C | 30 | 6 | 45 | 2.4
O=C(C[C@@H]1C=C[C@H](NC(=O)c2cccc(F)c2)[C@@H](CO)O1)NCc1ccc(Oc2ccccc2)cc1 | -5 | -1 | 11 | -1.9
CNC[C@@H]1Oc2cc(Br)ccc2S(=O)(=O)N([C@H](C)CO)C[C@@H]1C | 24 | -1 | . | -1.1
CCCNC(=O)N(C)C[C@H]1Oc2cc(-c3cncnc3)ccc2S(=O)(=O)N([C@@H](C)CO)C[C@@H]1C | 7 | -4 | . | 4.5
O=C(NC[C@@H]1[C@@H](c2ccccc2)[C@@H](CO)N1Cc1ccccn1)NC1CCCC1 | 0 | -4 | . | 3.7
CNC[C@@H]1Oc2cc(C#CC3CCCC3)ccc2S(=O)(=O)N([C@H](C)CO)C[C@H]1C | -47 | -5 | -29 | -1.5
O=C(C[C@H]1C=C[C@@H](NC(=O)NC2CCCCC2)[C@@H](CO)O1)NCc1ccc(F)cc1 | 0 | 0 | . | 0.3
O=C(Nc1ccc(F)cc1)N[C@@H]1CC[C@@H](CCn2cc(C3(O)CCCC3)nn2)O[C@H]1CO | -37 | 0 | 20 | 2.9
COc1ccc(NC(=O)Nc2cccc3c2O[C@@H](CN(C)Cc2ccncc2)[C@H](C)CN([C@@H](C)CO)C3=O)cc1 | -2 | 0 | . | 3.1
Cc1noc(C)c1NC(=O)N(C)C[C@H]1OCCCC[C@H](C)Oc2ccc(NC(=O)C3CCCCC3)cc2C(=O)N([C@@H](C)CO)C[C@H]1C | 32 | -3 | 43 | 1.7
CC(C)NC(=O)Nc1ccc2c(c1)C(=O)N([C@H](C)CO)C[C@@H](C)[C@@H](CN(C)S(=O)(=O)c1ccccc1)OCCCC[C@@H](C)O2 | -31 | 2 | 25 | -0.6

At a glance, part of the list above.
SMILES | Pf Dd2 growth | C diff growth | T cruzi growth | KDM4C inh
O=C(C[C@@H]1C=C[C@H](NC(=O)c2cccc(F)c2)[C@@H](CO)O1)NCc1ccc(Oc2ccccc2)cc1 | -5 | -1 | 11 | -1.9
CNC[C@@H]1Oc2cc(Br)ccc2S(=O)(=O)N([C@H](C)CO)C[C@@H]1C | 24 | -1 | . | -1.1

Additional results
SMILES | Pf Dd2 growth | C diff growth | T cruzi growth | KDM4C inh
CO[C@H]1CN(C)C(=O)c2ccc(NC(=O)Nc3ccc(C(F)(F)F)cc3)cc2OC[C@@H](C)NC[C@H]1C | -28 | . | -2 | -0.9
O=C(C[C@@H]1CC[C@H]2[C@@H](COC[C@H](O)CN2S(=O)(=O)c2ccccc2)O1)Nc1ccccc1 | 0 | -20 | 68 | -0.4
O=C(C[C@H]1CC[C@H]2NC[C@@H](O)COC[C@@H]2O1)NCCc1ccccc1 | -8 | -2 | 2 | 2.9
O=C(C[C@@H]1CC[C@H]2[C@@H](COC[C@@H](O)CN2C(=O)Nc2ccccc2)O1)NCc1ccccc1F | 3 | . | 12 | 0.9
COC(=O)C[C@@H]1CC[C@@H]2[C@H](COC[C@H](O)CN2CCC(F)(F)F)O1 | . | -3&-8 | 15 | 0.6
COCC(=O)N(C)C[C@@H]1Oc2cc(C#CC3CCCC3)ccc2S(=O)(=O)N([C@H](C)CO)C[C@@H]1C | -22 | . | 19 | 3.8
CC(C)NC(=O)N(C)C[C@H]1OCCCC[C@H](C)Oc2ccc(NS(=O)(=O)c3cn(C)cn3)cc2C(=O)N([C@H](C)CO)C[C@@H]1C | 36 | -1 | 48 | -2.5
CCC(=O)N1CCCCN2[C@H](CO)[C@H](c3ccc(C#CCOC)cc3)[C@@H]2C1 | 4 | 4 | 84 | -0.4
Cc1ccc(S(=O)(=O)Nc2ccc3c(c2)C(=O)N([C@@H](C)CO)C[C@H](C)[C@H](CN(C)C(=O)Nc2c(C)noc2C)OCCCC[C@H](C)O3)cc1 | 1 | 2 | -13 | -0.7
COCC#Cc1ccc([C@@H]2[C@@H](CO)N3CCCCN(Cc4ccccc4F)C[C@H]23)cc1 | -63 | 0 | 81 | -2.2
CO[C@H]1CN(C)C(=O)c2cc(NC(=O)C3CCC3)ccc2OC[C@H](C)N(Cc2ccc(F)cc2)C[C@@H]1C | . | . | 59 | -1.1
C[C@H]1CN([C@@H](C)CO)C(=O)c2cccc(NS(=O)(=O)c3cccs3)c2O[C@H]1CN(C)Cc1ccc(Cl)c(Cl)c1 | -18 | 2 | 36 | -0.2
O=C(C[C@H]1CC[C@H](NS(=O)(=O)c2ccc(F)cc2)[C@@H](CO)O1)NCCN1CCCCC1 | -11 | 0 | -34 | 1.2
C[C@H]1CN([C@@H](C)CO)C(=O)c2cccc(NC(=O)C3CCOCC3)c2O[C@H]1CN(C)S(=O)(=O)c1cccs1 | 9 | 0 | 92 | 0.1
C[C@H](CO)N1C[C@H](C)[C@H](CN(C)Cc2ccc(Cl)c(Cl)c2)Oc2ccc(NC(=O)Nc3ccc4c(c3)OCO4)cc2C1=O | 16 | . | 78 | 0.4
COc1ccc(NC(=O)Nc2cccc3c2O[C@H](CN(C)S(=O)(=O)c2ccc(C)cc2)[C@H](C)CN([C@H](C)CO)C3=O)cc1 | -22 | 9 | -4 | -0.7
Cc1noc(C)c1NC(=O)Nc1ccc2c(c1)C(=O)N([C@@H](C)CO)C[C@@H](C)[C@H](CN(C)S(=O)(=O)c1cccs1)OCCCC[C@H](C)O2 | -50 | 0 | 35 | 0.9
CC(C)NC(=O)N1CC[C@H]2[C@@H]1c1cc(C#Cc3ccccc3)ccc1N(C)[C@H]2CO | -21 | 3 | 78 | 0.1
CCCN(C)C[C@@H]1OCCCC[C@@H](C)Oc2ccc(N(C)C)cc2C(=O)N([C@H](C)CO)C[C@@H]1C | . | 2 | -6 | -1.9
C[C@@H]1CN([C@@H](C)CO)C(=O)c2cc(NS(=O)(=O)c3ccc(Cl)cc3)ccc2O[C@@H](C)CCCCO[C@H]1CN(C)Cc1ccccc1 | -39 | 2 | 109* | -0.7
COc1cccc(-c2ccc(C3[C@H]4CNC[C@@H]3N4C(=O)Nc3ccccc3Cl)cc2)c1 (stereo partly specified) | 19&7 | -7&55 | . | -1.5&-0.5
O=C(Nc1cccc(F)c1)N1CCCCN2[C@@H](CO)[C@H](c3ccc(C#CC4CC4)cc3)[C@@H]2C1 | -19 | 49 | ? | -0.1
CC(=O)N1CC(=O)N2[C@H](CO)[C@@H](c3ccc(C#CC(C)C)cc3)[C@@H]2C1 | 11 | -12 | . | 0.4
C[C@@H]1CN([C@H](C)CO)C(=O)c2cc(C#CC(C)(C)O)cnc2O[C@@H]1CN(C)C(=O)C1CCCCC1 | 14 | 2 | -74 | -2.5
CC(C)COC(=O)N(C)C[C@@H]1OCc2ccccc2-c2c(n(C)c3ccccc23)C(=O)N([C@@H](C)CO)C[C@@H]1C | -36 | 15 | 76 | -1.8
C[C@H](CO)N1C[C@H](C)[C@H](CN(C)C(=O)Nc2cccc(C(F)(F)F)c2)OCc2cn(nn2)CCCC1=O | -10 | 1 | -118 | -1.8
CCC(=O)N1CCCCN2[C@H](CO)[C@H](c3ccc(C#Cc4ccccc4)cc3)[C@@H]2C1 | -14 | -18 | 117* | -0.7
C[C@H]1CN([C@@H](C)CO)C(=O)c2cccc(NC(=O)C3CC3)c2O[C@@H]1CN(C)Cc1ccncc1 | 2 | 2 | 8 | -1.1
C[C@@H]1CN([C@@H](C)CO)C(=O)c2cc(NC(=O)C3CCCCC3)ccc2O[C@@H](C)CCCCO[C@H]1CN(C)Cc1ccc(C(=O)O)cc1 | 18 | -1 | 6 | 0.5
C[C@H]1CN([C@@H](C)CO)C(=O)Cc2cc(NC(=O)C3CCCCC3)ccc2O[C@H]1CN(C)C(=O)Nc1ccc(C(F)(F)F)cc1 | 13 | -1 | -1 | -0.1
C[C@H]1CN([C@@H](C)CO)S(=O)(=O)c2ccc(-c3cccnc3)cc2O[C@H]1CN(C)CC1CC1 | -20 | 7 | -159 | -2.4
CCNC(=O)C[C@@H]1C=C[C@@H](NC(=O)NC2CCCCC2)[C@H](CO)O1 | -5 | 1 | . | 0.3
CCCC(=O)N1CCC2(CC1)CN(C(=O)CC)[C@H](CO)c1c2c2ccc(OC)cc2n1C | -21 | -2 | . | 1.6
COc1ccc2c3c([nH]c2c1)[C@H](CO)N(Cc1ccccc1OC)CC31CN(C)C1 | -60 | 21 | . | 0.2
C[C@@H](NC(=O)C[C@H]1C=C[C@@H](NC(=O)C2CCOCC2)[C@H](CO)O1)c1ccccc1 | 14 | -2 | 43 | 0.8
C[C@H]1CN([C@@H](C)CO)C(=O)c2cccc(NS(=O)(=O)c3cn(C)cn3)c2O[C@H]1CN(C)Cc1ccccc1 | 31 | -2 | -6 | -0.2

Entries of single compounds from above. Values in the order: Pf Dd2 growth, C diff growth, T cruzi growth, KDM4C inh
CCCC(=O)N1CCC2(CC1)CN(C(=O)CC)[C@H](CO)c1c2c2ccc(OC)cc2n1C across the screens: -21, -2, ., 1.6
CCC(=O)N1CCCCN2[C@H](CO)[C@H](c3ccc(C#Cc4ccccc4)cc3)[C@@H]2C1 across the screens: -14, -18, 117*, -0.7

Some entries already given, showing only T cruzi growth and Pf Dd2 growth.
smiles,T cruzi growth,Pf Dd2 growth
C[C@@H]1CN([C@@H](C)CO)C(=O)c2cc(NC(=O)C3CCCCC3)ccc2O[C@@H](C)CCCCO[C@H]1CN(C)Cc1ccc(C(=O)O)cc1,6,18
C[C@H]1CN([C@@H](C)CO)C(=O)Cc2cc(NC(=O)C3CCCCC3)ccc2O[C@H]1CN(C)C(=O)Nc1ccc(C(F)(F)F)cc1,-1,13

Remaining list, next part
SMILES | Pf Dd2 growth | C diff growth | T cruzi growth | KDM4C inh
C[C@H](CO)N1C[C@H](C)[C@@H](CN(C)Cc2ccc(C(F)(F)F)cc2)Oc2ccc(NC(=O)Nc3cccc4ccccc34)cc2CC1=O | -30 | 69 | 93 | -2.6
CC(C)C#Cc1ccc2c(c1)O[C@@H](CN(C)C(=O)c1cccnc1)[C@H](C)CN([C@@H](C)CO)S2(=O)=O | 8 | 2 | 103* | 52*
COCCNC(=O)C[C@H]1CC[C@@H]2[C@@H](COc3ccc(NC(=O)Nc4ccccc4)cc3C(=O)N2C)O1 | -13 | -11 | 30 | -0.2
COc1ccc(NC(=O)Nc2ccc3c(c2)C(=O)N([C@@H](C)CO)C[C@@H](C)[C@@H](CN(C)Cc2ccc4c(c2)OCO4)OCCCC[C@@H](C)O3)cc1 | -83* | 16 | 85 | 1.5
O=C(Cc1cccnc1)N[C@H]1CC[C@H](CCNS(=O)(=O)c2ccccc2Cl)O[C@H]1CO | 9 | -5 | -61 | 0.7
Cc1noc(C)c1S(=O)(=O)N(C)C[C@H]1Oc2ccc(NS(=O)(=O)c3ccc(Cl)cc3)cc2CC(=O)N([C@@H](C)CO)C[C@@H]1C | -17 | -6 | 0 | -1.7
C[C@@H]1CN([C@H](C)CO)C(=O)c2cc(/C=C/c3ccccc3)cnc2O[C@H]1CN(C)C(=O)C1CC1 | -52 | . | 56 | -0.1
CO[C@H]1CN(C)C(=O)c2cc(NS(C)(=O)=O)ccc2OC[C@@H](C)N(C(=O)C2CCCCC2)C[C@H]1C | . | . | 22 | 0.2
CN(C)CC(=O)Nc1ccc2c(c1)[C@H]1C[C@H](CC(=O)NCc3ccccc3)O[C@H](CO)[C@H]1O2 | -1 | . | 10 | 2.5
CN1C(=O)c2cc(NC(=O)c3ccc(Cl)cc3)ccc2OC[C@H]2O[C@H](CC(=O)O)CC[C@H]21 | 14 | . | 9 | -1.1
COc1ccc(S(=O)(=O)N(C)C[C@@H]2OCCCC[C@@H](C)Oc3ccc(NC(=O)NC4CCCCC4)cc3C(=O)N([C@@H](C)CO)C[C@H]2C)cc1 | -58 | 7 | 101 | -1.1
CNC[C@@H]1OCCCC[C@H](C)Oc2ccc(NC(=O)Nc3ccc4c(c3)OCO4)cc2C(=O)N([C@H](C)CO)C[C@H]1C | 27 | -1 | 22 | 0.5
CC(=O)N[C@@H]1CC[C@@H](CCNC(=O)Nc2ccc(C(F)(F)F)cc2)O[C@@H]1CO | -10 | 10 | -35 | 0.4
C[C@@H]1CN([C@H](C)CO)C(=O)c2cc(Br)cnc2O[C@H]1CN(C)Cc1cccnc1 | 28 | 0 | . | 1.3
C[C@H]1CN([C@@H](C)CO)C(=O)c2cc(NC(=O)Cc3cn(C)c4ccccc34)ccc2O[C@H]1CN(C)Cc1ccc(Oc2ccccc2)cc1 | -11 | -15 | 66 | -3.8

Copied from the list.
In T cruzi growth, `CN1C(=O)c2cc(NC(=O)c3ccc(Cl)cc3)ccc2OC[C@H]2O[C@H](CC(=O)O)CC[C@H]21` shows 9
In KDM4C inh, `COc1ccc(S(=O)(=O)N(C)C[C@@H]2OCCCC[C@@H](C)Oc3ccc(NC(=O)NC4CCCCC4)cc3C(=O)N([C@@H](C)CO)C[C@H]2C)cc1` shows -1.1
